Lipid storage S3: qHTS Assay for Lipid Storage Modulators in Drosophila S3 Cells | Drosophila S3 cells, BODIPY lipid droplet fluorescence, 18-24 h; cells fed with added oleic acid | Potency in µM for hits, for the others lipid storage change, negative = inhibition, % at the top dose, mostly 46.1 µM | 0.64% of 320,000 active; active = well fitted inhibition curve with a large enough effect in the signal ratio, with a control signal flat, not every such curve was filed as active; inconclusive = small, poorly fitted or top-dose-only effect, or effect the other way, or a change in a side signal; the % refers to the signal ratio
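Drosophila S3 cells got compounds at several concentrations plus oleic acid (400 uM solution). Laser-scanning cytometry with 488 nm excitation read lipid droplets at 500-530 nm and cells at 575-640 nm. Percent activity was relative to 20 uM Triacsin C.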
Lipid storage S3 cell count max: also measured in Lipid storage S3; calls as there; cell number change, %; measured here: cell count max response;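 cells counted by Cell Tracker Red CMTPX staining in the red channel; peak over a dose series mostly up to 46.1 µM; percent activity relative to internal control wells on each plate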
Numbers without * were called inactive; i = inactive; ? = inconclusive; . = no result given; [ ] = dose if it differs, or a comment. % is set by controls: 0 for no effect and ±100 for the full control effect; potency is the fitted concentration of half-maximal effect. This is a subset, so the mix of outcomes need not match the whole.

SMILES	Lipid storage S3	Lipid storage S3 cell count max
O=C(NCCc1ccc(Cl)cc1)c1ccc2c(c1)OCO2	-3.0%	.
Cc1ccc2c(c1)N(CCCC(=O)NCC1COc3ccccc3O1)C(=O)CO2 (centres undefined)	?	.
CC(C)c1ccc(/C=C2\CC/C(=C\C=N\N(C)C)C2=O)cc1	?	.
COc1ccc(NC(=O)CN(C)C(=O)c2ccc(NS(=O)(=O)c3ccc4[nH]c(=O)[nH]c4c3)cc2)cc1	-1.5%	0.3
CC(C)(C)Nc1nc(Cl)nc(Nc2ccccc2)n1	?	.
Cc1[nH]n(-c2ccccc2)c(=O)c1C=Nc1ccc2[nH]c(=O)[nH]c2c1	-6.0%	6.4
CC(=O)c1cccc(NC(=O)C2CCCN(S(=O)(=O)c3ccc(F)cc3)C2)c1 (centres undefined)	i	.
Cn1c(=O)cc(SCC(=O)N2CCN(Cc3ccc4c(c3)OCO4)CC2)c2ccccc21	-4.7%	0.7
CC(=O)c1cccc(NC(=O)Oc2ccccc2)c1	27.1%	20.7
COc1cccc(NC(=O)CN(C)C(=O)CCCc2c[nH]c3ccccc23)c1	?	.
COc1cccc(NC(=O)CN(C)C(=O)c2ccc3c(c2)C(=O)N(CCC(C)C)C3=O)c1	?	.
CC(C)CCNC(=O)CNC(=O)c1cccs1	?	.
COc1ccccc1CN(Cc1cc2c(C)ccc(C)c2[nH]c1=O)Cc1nnnn1Cc1ccco1	?	.
O=C(OCc1nc2scc(-c3ccccc3)c2c(=O)[nH]1)c1cc(Cl)ccc1[N+](=O)[O-]	?	.
S=C(NCCc1ccccc1)N1CCN(Cc2ccc(Cl)c(Cl)c2)CC1	2.7%	-8.6
CC(C)[C@H](NC(=O)c1ccco1)C(=O)OCC(=O)Nc1cccc(F)c1	?	.
COc1ccc(C(NC(C)=O)c2ccc3cccnc3c2O)c(OC)c1 (centres undefined)	10.1%	-27.9
COCCN(C(=O)CNC(=O)c1cccs1)C(C(=O)NC1CCCCC1)c1ccco1 (centres undefined)	6.9%	-12.2
COc1cccc(/C=N/Nc2ccccc2C(=O)O)c1O	i	.
COc1ccc(C(=O)C[n+]2ccc(-c3nnc4n3CCC4)cc2)cc1	10.3%	10.0
CC(=O)c1ccc(NS(=O)(=O)c2ccc(C)cc2)cc1	?	.
Cc1cccc(NC(=O)c2ccc(CN3CCc4ccccc4C3)cc2)c1C	?	.
O=C1CCC(Cc2ccccc2)N1 (centres undefined)	?	.
Cc1ccc(NC(=O)CSCC(=O)Nc2ccc(S(=O)(=O)N3CCOCC3)cc2)cc1	?	.
CCOc1ccc(C(=O)NC2CCN(S(=O)(=O)CC)CC2)cc1	1.1%	4.9
CCOc1ccc(OCc2nnc(SCC(=O)NC3CCS(=O)(=O)C3)n2-c2ccc(Cl)cc2)cc1 (centres undefined)	?	.
COCC(C)NS(=O)(=O)c1ccccc1 (centres undefined)	-7.4%	-1.6
Cc1cc(C)c(NC(=O)CSc2nc3[nH]ncc3c(=O)[nH]2)c(C)c1	-8.5%	-18.3
CCN(CC(=O)NCc1cccs1)C(=O)C1CC(=O)N(c2ccc(OC)cc2OC)C1 (centres undefined)	7.2%	10.0
COC(=O)N/N=C/c1cc(Cl)cc(Cl)c1OCc1ccccc1	?	.
O=C1/C(=C/c2ccc(O)c(O)c2)SC(=S)N1Nc1ccccc1	?	.
O=[N+]([O-])c1ccc(-c2c(-c3ccccc3)ncc3cc(F)ccc23)cc1	8.0%	-16.8
Cc1cccc(N=Cc2cc(Br)cc(Cl)c2O)c1	-12.0%	1.9
COc1nc(N(C)S(=O)(=O)c2ccc(C)cc2)nc(C)c1Cl	13.6%	-12.5
O=C(Cn1c(=O)cnc2ccccc21)NC1CCC(O)CC1 (centres undefined)	-4.4%	-11.9
O=[N+]([O-])c1cc(C(F)(F)F)ccc1NCCNC(=S)Nc1ccc(Cl)cc1	?	.
CCN1CCS/C1=C\C=C\C1=[N+](CC)CCS1	?	.
COC(=O)c1c(NC(=O)C2CCC2)sc(C(=O)N(C)C)c1C	?	.
C=CCNC(=O)NC(=O)COC(=O)C(C)Oc1ccc(Cl)cc1Cl (centres undefined)	?	.
Cc1cccc(NC(=O)COC(=O)c2ccc3c(c2)OCO3)c1C	?	.
Cc1nn(-c2ccccc2)c(C)c1NS(=O)(=O)c1ccccc1	-4.5%	-3.8
CCc1noc(C)c1C(=O)OC(C)C(=O)Nc1ccc2c(c1)OCO2 (centres undefined)	4.5%	4.7
COc1ccc2c(c1)c(C(=O)O)c(C)n2CCc1ccc(OC)c(OC)c1	10.8%	-7.9
O=C(O)c1ccc(-c2nnc(-c3ccc([N+](=O)[O-])cc3)o2)cc1	?	.
CCc1nnc(NC(=O)C2CC(=O)N(C3CCCCC3)C2)s1 (centres undefined)	?	.
O=C(CN(C(=O)c1csnn1)c1ccc(Cl)cc1)NC1CCCC1	i	-9.5
Cn1ccc(NC(=O)Nc2ccc(Cl)cc2Cl)n1	?	.
COc1ccc(-c2nc(C#N)c(NCc3ccc(F)cc3)o2)cc1OC	?	.
Cc1ccc(C)c(S(=O)(=O)N2CCCC2CNC(=O)C(=O)NCc2ccccc2)c1 (centres undefined)	i	.
COc1ccc(Br)cc1C1NC(=O)c2c(sc3c2CCN(C)C3)N1 (centres undefined)	0.1%	5.6
O=C(Cc1c[nH]c2ccccc12)Nc1cccc(S(=O)(=O)N2CCCCC2)c1	?	.
CC(=O)N1N=C(c2ccc(C)cc2)OC1c1ccc(Br)cc1 (centres undefined)	-7.3%	-8.4
COc1cc(OCC(=O)NC(C)C)cc2c1C(=O)O[C@@H](C)CCCC(=O)CCCCC2	?	.
O=S(=O)(c1ccc(Cl)cc1)N1CCSC1c1ccco1 (centres undefined)	?	.
O=C(Cc1cc2ccccc2o1)NCc1ccc(F)cc1	-18.3%	-6.3
O=C(/C=C/c1ccc(Br)cc1)N1CCN(c2cccc(C(F)(F)F)c2)CC1	?	.
Cc1onc(-c2ccccc2)c1C(=O)Nc1ccc(S(=O)(=O)NC(C)(C)C)cc1	11.3%[9.22 µM]	-7.5
CCOC(=O)c1cccc(NC(=O)C2CCCN2S(=O)(=O)c2cccc3cccnc23)c1 (centres undefined)	?	.
COc1cc(C2N(Cc3ccccc3)CCN2Cc2ccccc2)ccc1OC(C)=O	?	.
O=C(Nc1ccccc1)c1ccc(Cn2cc(C(F)(F)F)ccc2=O)cc1	-16.2%	14.4
Remaining list, next part.
SMILES	Lipid storage S3	Lipid storage S3 cell count max
COc1ccc(Nc2ncnc3scc(-c4ccc(OC)cc4)c23)cc1	?	.
CC(C)(C)c1ccc(S(=O)(=O)NCC(=O)Nc2sc3c(c2C(N)=O)CCCC3)cc1	?	.
O=C(COC(=O)CN1C(=O)c2ccccc2C1=O)Nc1ncc(Cl)cc1Cl	9.2%	-4.7
CSc1nc(N)c2c(n1)OC(N)=C(C#N)C2c1cccnc1 (centres undefined)	?	.
CC(C)(C)NC(=O)C(c1ccco1)N(C(=O)c1csnn1)c1ccccc1 (centres undefined)	?	.
CC(C)OC(=O)C(=O)NNc1ccccc1	14.5%	1.1
N/C(=C\C(=O)c1cc(Cl)ccc1O)C(Cl)(Cl)Cl	?	.
Nc1nnc(SCCOc2ccccc2)s1	i	.
S=c1[nH]nc(-c2cc3ccccc3o2)n1Cc1ccccc1	?	.
O=C(c1ccc(CSc2ccccc2)cc1)N1CCCCCC1	0.1%	0.9
COc1ccccc1/C=C1\SC(=O)N(CCC(=O)NCCCn2ccnc2)C1=O	i	-5.9
O=C(Nc1ccccc1N1CCOCC1)c1ccc2c(c1)OCCO2	?	.
Cc1ccc(-n2c(SCC(=O)NCc3ccco3)nc3sc(C)c(C)c3c2=O)cc1	1.1%	5.8
CCOC(=O)C1CCCN(C(=O)c2sc3nc4n(c(=O)c3c2C)CCC4)C1 (centres undefined)	i	15.8
N#C/C(=N\O)c1nc2ccccc2[nH]1	?	.

Shown with bars between the fields: entries from further up.
structure | Lipid storage S3 | Lipid storage S3 cell count max
COc1ccccc1/C=C1\SC(=O)N(CCC(=O)NCCCn2ccnc2)C1=O | i | -5.9
O=C(Nc1ccccc1N1CCOCC1)c1ccc2c(c1)OCCO2 | ? | .
Cc1ccc(-n2c(SCC(=O)NCc3ccco3)nc3sc(C)c(C)c3c2=O)cc1 | 1.1% | 5.8

The list goes on:
SMILES	Lipid storage S3	Lipid storage S3 cell count max
C/C(Cn1nnc2ccccc21)=N\OC(=O)c1ccccc1C	-2.0%	17.9
Cc1ccc(Cl)cc1NC(=O)c1cc(NC(=O)C2CCCCC2C(=O)O)ccc1N1CCOCC1 (centres undefined)	-0.1%	5.4
COc1ccc(NS(=O)(=O)c2cccc(N/C(=N\S(=O)(=O)c3ccccc3)c3ccc(F)cc3)c2)cc1	?	.
CCCC(=O)N1CCN(C2=NS(=O)(=O)c3ccccc32)CC1	10.8%	7.0
Cc1cc(C)cc(Oc2coc3cc(OC(=O)c4cccnc4)ccc3c2=O)c1	-14.4%	-11.7
CS(=O)(=O)N(CC(=O)N1CCN(c2ccccc2F)CC1)c1cc(C(F)(F)F)ccc1Cl	-4.7%	-5.4
COc1ccc(N(CC(=O)Nc2ccccc2C)S(=O)(=O)c2c(C)[nH]c(=O)[nH]c2=O)cc1	27.7%	.
Cc1ccc(Oc2ccc(NC(=O)CSc3n[nH]c(N)n3)cc2)cc1	?	.
CC12CCC(C(=O)N3CCN(Cc4ccccc4)CC3)(OC1=O)C2(C)C (centres undefined)	?	.
Cc1ccc(-c2n[nH]c(=S)n2/N=C/c2ccc(C)s2)cc1	?	.
O=C1CCCc2c1sc1nc3n(c(=O)c21)CCCCC3	i	19.5
O=C(NCc1ccco1)c1cnccn1	?	.
O=S(=O)(c1ccc(Cl)cc1)c1nc(-c2ccccc2F)oc1NCCN1CCOCC1	?	.
Cc1ccc(C2(c3noc(CN4C[C@@H](C)O[C@@H](C)C4)n3)CCCC2)cc1	-0.1%	-4.2
CN(C)c1ccc(C(=S)N2CCCCC2)cc1	2.6%	10.3

In the list so far, these contain a cyano group.
SMILES	Lipid storage S3	Lipid storage S3 cell count max
COc1ccc(-c2nc(C#N)c(NCc3ccc(F)cc3)o2)cc1OC	?	.
CSc1nc(N)c2c(n1)OC(N)=C(C#N)C2c1cccnc1 (centres undefined)	?	.
N#C/C(=N\O)c1nc2ccccc2[nH]1	?	.

The listing continues:
SMILES	Lipid storage S3	Lipid storage S3 cell count max
Fc1ccccc1/C=C1\CCCC2=C1Nc1ncnn1C2c1ccccc1F (centres undefined)	?	.
O=C(c1ccc(F)cc1)c1c[nH]c(C(=O)NCc2cccnc2)c1	i	.
CCN(CC)C(=O)CSc1nc2ccccc2c(=O)[nH]1	i	4.7
CN(Cc1cccs1)C(=O)CCc1ccc(S(=O)(=O)N2CCOCC2)cc1	?	.
Clc1ccc(-c2csc(N/N=C\c3cccnc3)n2)cc1	?	.
O=C(CN(C(=O)CNC(=O)c1cccs1)c1cccc(F)c1)NC1CCCC1	?	.
Cc1cccc(COC(=O)C(Cc2ccccc2)NC(N)=O)c1 (centres undefined)	?	.
O=C(Nc1ccccc1O)c1ccc([N+](=O)[O-])cc1	i	-26.5
CN1C(=O)NC(c2ccc(O)cc2)C2=C1CN(c1cccc3ccccc13)C2=O (centres undefined)	0.4%	1.5
N#Cc1ccccc1OCC(=O)NC(N)=O	i	26.3
CCC1CCCCN1C(=O)c1ccc(OC2CCN(C(=O)C3CC3)CC2)cc1 (centres undefined)	-17.1%	11.2
Cc1ccc(NC(=O)C2CCN(c3ncnc4c3nc3n4CCCCC3)CC2)nc1	i	-23.4
Cc1c(C(=O)Nc2ccc3oc(-c4cccnc4)nc3c2)oc2ccccc12	?	.
COc1ccccc1CNC(=O)c1ccc(Cl)c(NC2=NC3CS(=O)(=O)CC3S2)c1 (centres undefined)	?	.
Cc1cccc(-c2nnc(SCc3ccc(C#N)cc3)n2Cc2ccco2)c1	?	.
Clc1ccc2oc(-c3ccccc3)cc(=NCCCN3CCOCC3)c2c1	4.5%	-15.9
Cc1cc(S(=O)(=O)NC2CCCCC2)ccc1OCC(=O)N1CCOCC1	i	.
COC(=O)c1cc(NC(=S)NC(=O)c2ccccc2)ccc1N1CCOCC1	?	.
CCC(=O)c1cn(CC(=O)Nc2ccccc2F)c2ccccc12	?	.
S=C1N(c2ccccc2)C(c2ccc(Cl)cc2)N2CCCN12 (centres undefined)	-19.6%	-7.0
CC12CN3CC(=O)N4CC5(C)CN(CC(C)(C4)C5=O)C(=O)CN(C1)CC(C)(C3)C2=O	-13.1%	2.3
CC(NC(=O)[C@H](Cc1c[nH]c2ccccc12)NC(=O)[C@@H]1Cc2ccccc2CN1)c1ccccc1 (some centres undefined)	?	.
O=C(Nc1cccc([N+](=O)[O-])c1)c1ccc2c(c1)OCO2	?	.
COc1ccc(S(=O)(=O)NC2CCCC2)c(Cl)c1Cl	?	.
Cc1cc(=O)[nH]c(SCC2(O)C3CC4CC(C3)CC2C4)n1 (centres undefined)	29.1µM*	-7.4*
CCC(C)NC(=O)c1cn(CC)c2ccc(S(=O)(=O)N(C)C)cc2c1=O (centres undefined)	-11.8%	-13.8
CC(=O)c1cccc(NC(=O)CCc2nnc3ccc(NCc4ccc5c(c4)OCO5)nn23)c1	?	.

Gathered by group: the entries above with a COOH group (4)
SMILES	Lipid storage S3	Lipid storage S3 cell count max
COc1cccc(/C=N/Nc2ccccc2C(=O)O)c1O	i	.
COc1ccc2c(c1)c(C(=O)O)c(C)n2CCc1ccc(OC)c(OC)c1	10.8%	-7.9
O=C(O)c1ccc(-c2nnc(-c3ccc([N+](=O)[O-])cc3)o2)cc1	?	.
Cc1ccc(Cl)cc1NC(=O)c1cc(NC(=O)C2CCCCC2C(=O)O)ccc1N1CCOCC1 (centres undefined)	-0.1%	5.4

Screens as filed in PubChem.
